Menin MLL FP TR: qHTS Assay for Inhibitors Targeting the Menin-MLL Interaction in MLL Related Leukemias: Competition With Texas Red Labeled MLL-derived Mutant Peptide; Menin + Texas Red MLL mutant peptide, fluorescence polarization; Potency, µM (top dose mostly 61.6 µM), for inactives: at the top dose FP activity change, negative = inhibition, hits mostly inhibitors; hit rate 0.23% among 270,000; AID 1768, 2009; active = well fitted inhibition curve with a large enough effect in the polarisation, with a control signal flat, not every such curve was filed as active; inconclusive = small, poorly fitted or top-dose-only effect, or effect the other way, or a change in a side signal; inactive = no such curve, though single readings can be large or run the other way; the % refers to the polarisation; also: potency is read from the fitted curve at half-maximal effect; % of control where 0% means no effect; many of its hits are not listed in these tables
Target sequence (O00255 whole entry, looked up): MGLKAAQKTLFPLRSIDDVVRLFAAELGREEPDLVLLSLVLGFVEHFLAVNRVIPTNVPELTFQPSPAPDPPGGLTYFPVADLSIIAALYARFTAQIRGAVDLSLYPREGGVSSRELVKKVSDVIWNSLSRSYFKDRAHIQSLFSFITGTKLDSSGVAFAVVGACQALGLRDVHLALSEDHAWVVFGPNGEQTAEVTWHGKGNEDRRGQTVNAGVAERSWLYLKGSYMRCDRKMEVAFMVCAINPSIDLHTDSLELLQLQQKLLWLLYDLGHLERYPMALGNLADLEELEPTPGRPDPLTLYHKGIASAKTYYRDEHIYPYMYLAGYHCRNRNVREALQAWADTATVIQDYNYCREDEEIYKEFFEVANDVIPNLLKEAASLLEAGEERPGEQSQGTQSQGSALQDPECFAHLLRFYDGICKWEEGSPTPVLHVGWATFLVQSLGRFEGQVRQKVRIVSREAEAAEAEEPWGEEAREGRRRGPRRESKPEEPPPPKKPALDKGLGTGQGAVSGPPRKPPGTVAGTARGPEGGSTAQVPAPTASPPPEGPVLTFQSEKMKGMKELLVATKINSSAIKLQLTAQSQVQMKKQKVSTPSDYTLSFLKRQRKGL
BCR signal inh: qHTS Assay to Find Inhibitors of Chronic Active B-Cell Receptor Signaling; ABC-DLBCL IkBa-CBG/CBR reporter, luminescence ratio, 4 h; Potency, µM (titrated, usually from 46.1 µM), inactives show at the top dose ratio change, negative = lower green/red ratio, usual class: inhibitors; hit rate 0.05% among 340,000; active = well fitted inhibition curve with a large enough effect in the signal ratio, with a control signal flat, not every such curve was filed as active; inconclusive = small, poorly fitted or top-dose-only effect, or effect the other way, or a change in a side signal; the % refers to the signal ratio;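 also: potency is read from the fitted curve at half-maximal effect; plate controls were basal doxycycline-induced cells for no effect and cells given 10 µM MG132 for full effect; MG132 reads +100%, hits lower the ratio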
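Concentration-response series (up to 46 uM) were applied to TMD8 dual-reporter cells for 4 h at 37C with doxycycline. Green/red ratio, after filter-overlap correction, defined %Activity; red signal alone was normalised to basal cells and zero luminescence.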
FBPA coupling cs: qHTS Assay for Inhibitors of Fructose-1,6-bisphosphate Aldolase from Giardia Lamblia: Coupling assay counterscreen. AID 2472, 2010. activity change, negative = inhibition, % at 58.2 µM, hits read low. hit rate 0.67% among 290,000. coupling enzyme system counterscreen, AmpLite Red fluorescence; in the data active = activity change below about -30%; also: % is scaled to controls: 0 for no effect and ±100 for the full control effect
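Coupling enzymes only (glyceraldehyde-3-phosphate) + compound, at 57.5 uM final, 10 min RT; add substrate/coupling/AmpLite Red mix, 20 min RT; fluorescence ex 525/em 598 nm. Actives flag coupling-system interference.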
TSG101-PTAP inh: qHTS Assay for Iinhibitors of HIV-1 Budding by Blocking the Interaction of PTAP/TSG101. Tumor susceptibility gene 101 protein (Homo sapiens), Q99816. Potency, µM (doses to about 115 µM), inactives show at the top dose activity change, negative = inhibition, usual class: inhibitors. 340,000 tested, under 10 active. Fluorescence polarization, FITC-PTAP peptide / Tsg101 binding; active = well fitted inhibition curve with a large enough effect in the main read-out, with a control signal flat, not every such curve was filed as active; inconclusive = small, poorly fitted or top-dose-only effect, or effect the other way, or a change in a side signal; inactive = no such curve, though single readings can be large or run the other way; also: potency is read from the fitted curve at half-maximal effect; % of control where 0% means no effect
Target sequence (Q99816 whole entry, looked up): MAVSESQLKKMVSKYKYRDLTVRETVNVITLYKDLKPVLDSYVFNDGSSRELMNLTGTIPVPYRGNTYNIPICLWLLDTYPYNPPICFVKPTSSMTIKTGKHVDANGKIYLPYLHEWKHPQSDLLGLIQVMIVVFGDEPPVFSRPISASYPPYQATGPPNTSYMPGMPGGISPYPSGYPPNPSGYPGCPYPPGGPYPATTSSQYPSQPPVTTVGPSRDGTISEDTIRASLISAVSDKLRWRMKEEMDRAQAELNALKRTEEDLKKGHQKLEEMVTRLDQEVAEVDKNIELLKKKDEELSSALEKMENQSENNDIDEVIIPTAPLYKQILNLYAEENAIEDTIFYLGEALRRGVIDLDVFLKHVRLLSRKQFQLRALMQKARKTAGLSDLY
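Compounds were pin-transferred onto Tsg101 binding domain (10 uM final) in HEPES pH 7.5 buffer, then FITC-PTAP peptide was added at 50 nM final. After 20 min at RT, polarization reported peptide displacement across a qHTS concentration series.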
Giardia kill: Small Molecules that selectively kill Giardia lamblia: qHTS. Giardia lamblia trophozoite viability. activity change, % at 7.66 µM, hits read low. hit rate 0.15% among 340,000; in the data active = activity change below about -80%; inconclusive = between about -30% and that limit;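 also: parasites exposed to compound for two days anaerobically before the ATP read; % is scaled to controls: 0 for no effect and ±100 for the full control effect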
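Killing of trophozoites was scored by loss of ATP luminescence after a 48 hrs anaerobic exposure to compounds at 37 deg C, using 100 cells per well.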
S-ASM inh: Inhibitors of Secretory Acid Sphingomyelinase (S-ASM): qHTS; placental ASM, HMU-PC fluorogenic substrate, 60 min; Sphingomyelin phosphodiesterase (Homo sapiens), P17405; hit rate 0.006% among 340,000; AID 504937, 2011; Potency, µM (doses to about 57.5 µM), for inactives: top-dose activity change, negative = inhibition, usual class: inhibitors; also: potency is read from the fitted curve at half-maximal effect
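Fluorescence read-out (Ex 386 nm, Em 447 nm) after stopping the reaction at pH 10. Enzyme: ASM from human placenta; substrate HMU-PC0, 9 uM final; 60 min, 37 °C. Compound preincubation 10 min, ambient temperature.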
Tb PFK block: qHTS Assay to Find Inhibitors of T. brucei phosphofructokinase. ATP-dependent 6-phosphofructokinase (Trypanosoma brucei brucei), O15648. T. brucei PFK, ADP-Glo luminescence. Potency, µM (top dose mostly 57.5 µM), inactives show top-dose activity, negative = inhibition, actives largely listed as inhibitors. hit rate 0.17% among 330,000. AID 485367, 2010;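 also: potency is read from the fitted curve at half-maximal effect; 0% = uninhibited 1x PFK enzyme wells and -100% = no-enzyme wells; nearly all actives have a fitted effect of over 60% in size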
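Compounds were pin-transferred as a titration series up to 57 uM into substrate buffer (0.5 mM F6P, 0.1 mM ATP, pH 8.0), then 1.25 nM PFK was added and reactions ran 45 min before ADP-Glo detection.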
Integrin act MD: qHTS for Activators of Integrin-Mediated Alleviation for Muscular Dystrophy; alpha7betagal myoblasts, beta-gal FDG fluorescence, 48 h; Potency, µM (highest dose often 38.3 µM), for the others: at the highest dose activation, actives largely listed as activators; hit rate 0.064% among 350,000; AID 624291, 2012;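 also: potency is read from the fitted curve at half-maximal effect; 100% = response of the positive control SU9516; nearly all actives have a fitted effect of over 60% in size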
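Alpha7betagal+/- myoblasts (passage 13) were plated 16-24 hr, then exposed to compounds (1:260 dilution of DMSO stock) for 48 hours at 37C. After MPER lysis, β-galactosidase reporter activity was read as FDG fluorescence (ex 480/em 540) after 30 minutes.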
GALK inh: qHTS Assay for Inhibitors of Human Galactokinase (GALK); Potency, µM (titrated, usually from 57.5 µM), for inactives: at the top dose activity change, negative = inhibition, actives largely listed as inhibitors; hit rate 0.007% among 270,000; Purified GALK, Kinase-Glo residual ATP luminescence; AID 1868, 2009; P51570; also: potency is read from the fitted curve at half-maximal effect; % is scaled to controls: 0 for no effect and ±100 for the full control effect
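Kinase-Glo Plus luminescence measured ATP left after a 1 h room-temperature reaction. The reaction used 5 nM GALK, 100 uM galactose and 35 uM ATP at pH 8.0 (20 mM HEPES, 5 mM MgCl2, 60 mM NaCl, 1 mM DTT, 0.01% BSA).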
PKM2 activator: qHTS Assay for Activators of Human Muscle isoform 2 Pyruvate Kinase; Potency, µM (top dose mostly 57.5 µM), without a hit: at the highest dose activation, usual class: activators; purified PKM2, Kinase-Glo ATP luminescence, activation; response scale: 0% is enzyme alone, no compound; AID 1631, 2009; Pyruvate kinase PKM (Homo sapiens), P14618; hit rate 0.34% among 260,000; also: potency is read from the fitted curve at half-maximal effect; % is scaled to controls: 0 for no effect and ±100 for the full control effect; nearly all actives have a fitted effect of over 55% in size
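ATP formation by purified human PK-M2, quantified via coupled luciferase luminescence after 1 h at room temperature with 0.1 mM ADP and 0.5 mM PEP final.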
B2AR arrestin: qHTS assay of beta-arrestin-biased ligands of beta2-adrenergic receptor; Potency, µM (highest dose often 46.1 µM), without a hit: at the highest dose activation, actives largely listed as activators; hit rate 0.02% among 330,000; beta-arrestin recruitment to beta2AR, cell-based reporter; Beta-2 adrenergic receptor (Homo sapiens), P07550; AID 492947, 2010;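 also: potency is read from the fitted curve at half-maximal effect; 0% = DMSO controls and full agonism = EC100 isoproterenol or metaproterenol; nearly all actives have a fitted effect of over 65% in size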
The depositor's hits bear a star; u = inconclusive; x = no result given; [ ] = dose if it differs, or a comment. Unless noted, calls follow the shape of the dose curve; as a rule, active = well fitted curve in the direction sought with a large enough effect; inconclusive = small, poorly fitted or top-dose-only effect, or another doubt; inactive = no such curve, though single readings can be large; an effect the other way counts as inactive or inconclusive. The list is partial, so the mix of outcomes need not match the whole.

SMILES | Menin MLL FP TR | BCR signal inh | FBPA coupling cs | TSG101-PTAP inh | Giardia kill | S-ASM inh | Tb PFK block | Integrin act MD | GALK inh | PKM2 activator | B2AR arrestin
Cc1cccc(C)c1NC(=O)CNC(=O)c1cccc(S(=O)(=O)NCc2cccs2)c1 | x | 0% | x | -5% | 4 | 0% | -6% | 6% | x | x | 0.4%
CCCCOC(=O)CCNc1n[nH]c(=O)[nH]c1=O | 9% | -2% | 3 | -3% | -19 | 2% | 2% | -6% | 4% | -1% | 0.5%
O=C(C1CCC1)N1CCCc2cc(S(=O)(=O)N3CCN(c4ccccc4)CC3)ccc21 | 8% | 0% | -2 | -4% | 6 | -3% | 1% | -23% | 0% | -1% | 0.5%
CC1CCCCN1C(=O)CSc1nc2c(c(=O)n(C)c(=O)n2C)n1C (stereo not given) | -4% | 4% | 0 | -2% | 3 | 1% | 1% | -10% | 0% | 1% | 0.2%
COc1nccnc1NS(=O)(=O)c1ccc(NCc2ccccc2O)cc1 | 14% | -12% | 5 | 1% | 5 | -3% | 2% | u | -2% | -12% | -0.2%
O=C(CCN1CCOCC1)N1CCCC(Nc2cccc(F)c2)C1 (stereo not given) | 0% | 0% | -3 | 5% | -1 | 1% | -6% | -9% | -2% | 0% | -0.2%
CCn1c(SCC(=O)NCCc2ccc(OC)c(OC)c2)nc2c1c(=O)n(C)c(=O)n2C | -7% | 1% | 1 | 0% | -26 | 2% | 4% | 17% | 5% | 5% | -0.7%
O=C(c1ccc(-n2cccc2)cc1)N1CCCCC1 | 7% | -1% | 1 | -1% | -23 | -3% | 1% | 17% | 5% | -11% | -0.1%
Cc1ccc(S(=O)(=O)CCC(=O)OCC(=O)N(C)CC(=O)Nc2ccc(F)cc2)cc1 | x | u | x | -5% | -18 | 1% | 2% | -8% | x | x | -0.3%
O=S(=O)(N/N=C/c1c(F)cccc1Cl)c1ccccc1 | 1% | -5% | 0 | -2% | -11 | -3% | -3% | -23% | x | 0% | -0.1%
O=C(NNS(=O)(=O)c1ccccc1F)c1ccccc1-n1cccc1 | x | -2% | x | 2% | 12 | 8% | 1% | -14% | -5% | -2% | 0.4%
CCOC(=O)c1[nH]c(C)c(C(=O)NCc2ccc(OC)cc2)c1C | 2% | 2% | 3 | -4% | 3 | 4% | 2% | -22% | 4% | 3% | -0.8%
O=C(Cn1nc([N+](=O)[O-])nc1Br)NC(c1ccccc1)c1ccccc1 | -10% | u | -7 | 1% | -17 | 0% | 3% | -55%[inhibitor] | x | 9% | -0.4%
Brc1cc2c(cc1Cn1c(-c3cncs3)nc3ccccc31)OCO2 | -1% | 11% | -3 | -2% | 3 | -5% | 1% | -25% | 1% | -3% | -0.7%
Cc1cc2nc(-c3ccc[nH]c3=O)n(Cc3ccc(F)cc3)c2cc1C | -29% | u | 1 | -13% | 5 | 125%[activator] | -18% | 10% | 2% | x | 0.4%
Cc1nn2c(-c3ccc(F)cc3)ccnc2c1Br | -2% | -2% | -3 | 0% | -1 | -2% | 1% | 1% | -3% | x | -0.4%
Cc1cc(C)n2nc(SCC(=O)NC(=O)NCc3ccco3)nc2n1 | -4% | 1% | 10 | -2% | 20 | -1% | -19% | 10% | 1% | -16% | -0.8%
CCOC(=O)c1cc(-c2ccccc2)sc1NC(=O)CN1C(=O)NC(CC)(c2ccccc2)C1=O (stereo not given) | -26% | u | 0 | -3% | 15 | 2% | 2% | -19% | -4% | -1% | -0.2%
COc1ccc(NS(=O)(=O)c2cc(NC(=O)COc3ccccc3)ccc2N2CCOCC2)cc1 | x | -6% | x | -7% | 14 | -4% | 0% | 17% | x | x | -0.1%
O=C(/C=C/c1ccccn1)c1cc(Cl)cc(Cl)c1O | x | -2% | 0 | 0% | 13 | -3% | 3% | -30% | 6% | 2% | -0.7%
COc1cc(OC)c(N(C)S(=O)(=O)c2cccc(C(=O)Nc3nccs3)c2)cc1Cl | x | -4% | x | -2% | -24 | 6% | 5% | 0% | x | x | -0.1%
COC(=O)NC(C)N1C(=O)C2C3C=CC(C3)C2C1=O (stereo not given) | 0% | 0% | 2 | 2% | 10 | 3% | 4% | -24% | -1% | 2% | 0.1%
Cc1cccc(NC(=O)c2nc[nH]c2C(=O)Nc2ccccc2[N+](=O)[O-])c1 | u | 3% | -1 | 1% | u | -2% | -1% | 20% | 0% | -5% | 0.1%
COc1cc(S(=O)(=O)N2CCOCC2)cc(C(=O)OCC(=O)NCc2ccco2)c1OC | x | 1% | x | 2% | -10 | 4% | -2% | 0% | x | x | -0.2%
CCN(CC)CCN1C(=O)C(=O)/C(=C(/O)c2ccc(S(=O)(=O)N3CCOCC3)cc2)C1c1ccccc1 (stereo not given) | -1% | 1% | -3 | -5% | -6 | u | -2% | 4% | -1% | 0% | 5.0%

At a glance, some entries already given:
SMILES | Menin MLL FP TR | BCR signal inh | FBPA coupling cs | TSG101-PTAP inh | Giardia kill | S-ASM inh | Tb PFK block | Integrin act MD | GALK inh | PKM2 activator | B2AR arrestin
Cc1cccc(C)c1NC(=O)CNC(=O)c1cccc(S(=O)(=O)NCc2cccs2)c1 | x | 0% | x | -5% | 4 | 0% | -6% | 6% | x | x | 0.4%
CCCCOC(=O)CCNc1n[nH]c(=O)[nH]c1=O | 9% | -2% | 3 | -3% | -19 | 2% | 2% | -6% | 4% | -1% | 0.5%

Full records from above:
Cc1cc2nc(-c3ccc[nH]c3=O)n(Cc3ccc(F)cc3)c2cc1C is entered as Menin MLL FP TR: -29%; BCR signal inh: u; FBPA coupling cs: 1; TSG101-PTAP inh: -13%; Giardia kill: 5; S-ASM inh: 125%[activator]; Tb PFK block: -18%; Integrin act MD: 10%; GALK inh: 2%; PKM2 activator: x; B2AR arrestin: 0.4%
Cc1nn2c(-c3ccc(F)cc3)ccnc2c1Br is entered as Menin MLL FP TR: -2%; BCR signal inh: -2%; FBPA coupling cs: -3; TSG101-PTAP inh: 0%; Giardia kill: -1; S-ASM inh: -2%; Tb PFK block: 1%; Integrin act MD: 1%; GALK inh: -3%; PKM2 activator: x; B2AR arrestin: -0.4%

Next records.
SMILES | Menin MLL FP TR | BCR signal inh | FBPA coupling cs | TSG101-PTAP inh | Giardia kill | S-ASM inh | Tb PFK block | Integrin act MD | GALK inh | PKM2 activator | B2AR arrestin
Cc1ccc(-n2c(N)c(C(=O)NCc3ccco3)sc2=S)cc1 | -19% | 4% | -11 | -4% | -16 | -4% | -15% | 0% | -1% | 4% | 0.3%
COc1cccc(/C=N/NC(=O)CN(CCc2ccccc2)S(=O)(=O)c2ccc(NC(C)=O)cc2)c1 | u | u | 0 | -6% | -8 | -25% | 2% | -14% | 0% | -1% | 0.2%
CNC(=S)Nc1cccc(Cl)c1C | -7% | 3% | 2 | -4% | -12 | 2% | 1% | 0% | -2% | -5% | 0.0%
Cc1cc(C)n(-c2nnc(NCc3ccc(Cl)cc3)nn2)n1 | -6% | -6% | -12 | 0% | -22 | -9% | -15% | -16% | -1% | 3% | 0.0%
Cc1cc(F)ccc1NC(=O)CCCN(C)S(=O)(=O)c1ccc(F)cc1 | -2% | 1% | -1 | -3% | -6 | 4% | -4% | -6% | -2% | -1% | -0.1%
O=C(NCC1COc2ccccc2O1)C1C2C=CC3(CN(Cc4cccs4)C(=O)C13)O2 (stereo not given) | -3% | -11% | 4 | -4% | -16 | -3% | -3% | -16% | x | -2% | 0.4%
Cc1[nH]c2ccccc2c1C(=O)COC(=O)c1c(-c2ccccc2Cl)noc1C | u | u | 0 | -2% | -21 | -16% | 6% | -28% | 1% | -3% | -0.6%
CN1CCN(c2nc3c(c(=O)n(C)c(=O)n3C)n2Cc2ccc(F)cc2)CC1 | 6% | 6% | 1 | -1% | -1 | 2% | -7% | 10% | 0% | 3% | -0.9%
